High-throughput results: PubChem, several laboratories
MCL1 BIM primary: disrupts human MCL1 binding to BIM-BH3 peptide. actives 0.68% (n = 320,000). GST-MCL1 / FITC-Bim-BH3 fluorescence polarization. Q07820. AID 2057. inhibition, % at 10.9 µM;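 active = inhibition above the mean inhibition of all tested compounds plus 3 SD, set per campaign, cut at about 40% in these data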;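 also: 0% = DMSO wells and 100% = unlabeled Bim-BH3 peptide control; higher means more loss of mP so more displacement of Bim peptide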
Target sequence (Q07820 whole entry, looked up): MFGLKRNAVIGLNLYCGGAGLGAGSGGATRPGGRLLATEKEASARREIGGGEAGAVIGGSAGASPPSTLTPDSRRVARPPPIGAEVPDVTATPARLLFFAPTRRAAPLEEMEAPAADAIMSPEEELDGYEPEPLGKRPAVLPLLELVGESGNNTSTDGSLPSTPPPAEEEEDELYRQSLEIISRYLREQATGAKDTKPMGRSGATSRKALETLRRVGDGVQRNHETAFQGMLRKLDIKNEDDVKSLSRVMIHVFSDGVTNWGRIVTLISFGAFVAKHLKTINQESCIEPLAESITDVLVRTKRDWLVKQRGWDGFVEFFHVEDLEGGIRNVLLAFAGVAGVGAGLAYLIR
GLD-1 TGE inh: GLD-1-TGE RNA interaction inhibition (C. elegans); actives 0.44% (n = 320,000); purified GLD-1 + fluorescein TGE RNA, fluorescence polarization; inhibition, % at 5.96 µM; AID 2280;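 active = percent inhibition above a per-plate cutoff, the plate mean of test compounds plus 3 SD, cut at about 30% in these data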;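 also: 0% = DMSO wells with GLD-1 and probe and 100% = wells lacking GLD-1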
BCLXL inh: inhibitors of human Bcl-xL | inhibition, % at 10.9 µM | actives 0.7% (n = 320,000) | Q07817 | GST-Bcl-xL / FITC-Bim BH3 peptide fluorescence polarization;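 active = inhibition above the mean of all tested compounds plus 3 SD, cutoff set per campaign, cut at about 30% in these data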;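 also: 0% = DMSO wells and 100% = unlabeled Bim-BH3 peptide competitor; inhibitors lower millipolarization by displacing the labeled peptide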
Target sequence (Q07817 whole entry, looked up): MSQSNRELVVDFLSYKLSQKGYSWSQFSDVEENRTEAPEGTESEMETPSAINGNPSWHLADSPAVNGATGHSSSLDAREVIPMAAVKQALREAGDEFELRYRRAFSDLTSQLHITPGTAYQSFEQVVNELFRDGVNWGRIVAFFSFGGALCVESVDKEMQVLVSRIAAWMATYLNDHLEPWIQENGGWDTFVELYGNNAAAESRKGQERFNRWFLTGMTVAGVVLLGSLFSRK
PME-1 primary: blocks human protein phosphatase methylesterase 1; Q9Y570; recombinant PME-1, FP-Rh probe fluorescence polarization; inhibition, % at 5.9 µM; actives 0.53% (n = 320,000); AID 2130;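 active = inhibition above the campaign mean of all compounds plus 3 SD, cut at about 26% in these data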;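 also: competitive labeling of PME-1 active site by serine hydrolase directed probe; 0% = PME-1 with DMSO and 100% = wells lacking PME-1 enzyme; inhibitors block probe labeling so polarization falls and inhibition rises; many of its hits are not listed in these tables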
Target sequence (Q9Y570 whole entry, looked up): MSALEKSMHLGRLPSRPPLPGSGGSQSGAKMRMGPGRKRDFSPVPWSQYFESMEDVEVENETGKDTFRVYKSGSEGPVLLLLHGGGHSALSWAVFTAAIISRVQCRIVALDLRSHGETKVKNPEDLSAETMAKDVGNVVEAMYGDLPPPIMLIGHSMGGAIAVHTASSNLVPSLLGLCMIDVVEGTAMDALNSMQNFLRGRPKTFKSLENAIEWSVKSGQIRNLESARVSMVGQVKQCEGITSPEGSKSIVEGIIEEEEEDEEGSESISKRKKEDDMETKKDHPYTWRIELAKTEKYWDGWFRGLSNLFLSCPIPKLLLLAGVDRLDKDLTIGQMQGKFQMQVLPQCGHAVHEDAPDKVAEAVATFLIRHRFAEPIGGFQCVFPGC
MEX-5 binding: C. elegans MEX-5 TCR-2 RNA binding activity; MEX-5/FITC-TCR2 RNA binding, fluorescence polarization; active compounds read low; activity score (negative = inhibition of binding), % at 10 µM; AID 1832; Q9XUB2; actives 0.38% (n = 300,000);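 active = inhibition past about -25% in most replicates, and total fluorescence under double the plate's negative control median, limit read from the data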;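 also: 0% = DMSO and -100% = 5 µM competing unlabeled TCR2 RNA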
Fam108B inh: counter-screen for RBBP9 inhibitors: inhibitors of mouse Fam108B. recombinant Fam108B, FP-Rh probe fluorescence polarization. AID 1947. inhibition, % at 9.51 µM. actives 0.33% (n = 300,000);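 active = inhibition above the screen mean inhibition plus 3 SD, computed separately per campaign, cut at about 18% in these data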;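 also: inhibitors lower polarization as less probe binds the enzyme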
GRK2 aptamer HTS: blocks RNA aptamer binding to human GRK2 | P25098 | bead flow cytometry, FAM-aptamer displacement from GRK2 | inhibition of aptamer binding, % at 10 µM | actives 0.59% (n = 330,000);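 active = inhibition of aptamer binding above 40%, roughly 3 SD of noise, on plates passing a quality check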;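 also: median bead fluorescence of bound FAM aptamer so fluorescent compounds give negative values; no value below 0 was filed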
Efflux pump inh: blocks antifungal efflux pumps in multiplex yeast assay. S. cerevisiae Candida pump triplex, Nile Red efflux. inhibition, % at 10 µM. actives 0.44% (n = 330,000);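 active = plate passing quality check with inhibition over a set limit, or well fluorescence over plate mean plus 4 SD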;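 also: Nile Red retained in pooled yeast measured as flow cytometry median fluorescence; 0% = buffer negative control and 100% = Enniatin B positive control; higher means more Nile Red kept so more efflux inhibition; some compounds called inactive have numbers as strong as hits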
VLA-4 inh: inhibition in a human VLA-4 binding assay. VLA-4 expressing cells, ligand binding flow cytometry. inhibition, % (about 7 µM as worked out from the volumes in the protocol). actives 0.2% (n = 330,000). AID 2557; in the data active = inhibition above about 50%
Starred values were filed as active, the others as inactive; x = no result given.

SMILES | MCL1 BIM primary | GLD-1 TGE inh | BCLXL inh | PME-1 primary | MEX-5 binding | Fam108B inh | GRK2 aptamer HTS | Efflux pump inh | VLA-4 inh
O=C(Nc1ccccc1O)c1cc2cc(Br)ccc2oc1=O | 2 | -2 | 5 | -8 | 0.7 | -6 | 0 | 1.3* | -7
Cc1[nH]c(=O)[nH]c(=O)c1S(=O)(=O)N1CCN(c2ccccc2)CC1 | 1 | 3 | 4 | -9 | 0.4 | 1 | 0 | -0.1 | 28
COc1ccccc1NC(=O)C(Cc1ccc(Cl)cc1)c1nn[nH]n1 (stereo not drawn) | 11 | 3 | 2 | 1 | -1.7 | 2 | 3 | 0.0 | 9
c1ccc(SCCN2CCN(c3ccccc3)CC2)cc1 | 2 | 3 | 6 | 5 | -1.3 | 3 | 5 | -0.1 | 1
O=C(Nc1cccc2ccccc12)c1ccc([N+](=O)[O-])o1 | 7 | 6 | 4 | 5 | 0.1 | -3 | 0 | 0.0 | 11
CC(NC(=O)c1ccc(N2CCNCC2)c([N+](=O)[O-])c1)C12CC3CC(CC(C3)C1)C2 (stereo not drawn) | -3 | -5 | 0 | -2 | -0.1 | -2 | 0 | 0.0 | 17
Nc1c(C(=O)NCCN2CCOCC2)c2nc3ccccc3nc2n1-c1ccccc1 | 9 | -6 | 3 | -8 | 0.2 | 2 | 1 | -0.1 | 1
O=S(=O)(NCCc1ccccc1)c1ccc(S(=O)(=O)N2CCCCC2)cc1 | -5 | 2 | 4 | 3 | -0.1 | 1 | 1 | 0.0 | 7
O=C(Cc1cccs1)NNC(=S)NCc1ccc(Cl)cc1 | 7 | 1 | 0 | 3 | -0.1 | 2 | 3 | -0.2 | -10
CCOC(=O)C1CCN(c2ncnc3c2c(-c2ccccc2)cn3-c2ccccc2)CC1 | 12 | 7 | 4 | -4 | 0.8 | 0 | 2 | 0.2 | -7
COc1ccc(C2c3c(ncn(CCCO)c3=N)Oc3ccc4ccccc4c32)cc1OC (stereo not drawn) | 0 | -2 | 0 | -11 | 0.1 | -1 | 0 | 0.0 | 10
O=C(Nc1ccc(N2CCN(C(=O)c3ccco3)CC2)cc1)c1cccnc1Cl | 7 | -3 | 3 | 0 | 1.7 | -2 | 1 | -0.1 | 6
CN1CCN(C(=O)/C(=C/c2cccnc2)NC(=O)c2cccc(Br)c2)CC1 | 0 | 2 | -3 | -3 | 1.7 | -6 | 0 | -0.1 | 7
COc1ccc(-c2oc(NC(=O)c3ccc(C)cc3)c(C#N)c2-c2ccc(OC)cc2)cc1 | 1 | 5 | 2 | 12 | 2.6 | 5 | 2 | 0.1 | -1
O=C(Cn1c(NCCO)nc2ccccc21)c1cccs1 | -1 | 0 | 4 | 0 | 1.2 | -2 | 0 | 0.0 | 17
COc1ccc(NS(=O)(=O)c2cccc(C(=O)O)c2)cc1S(=O)(=O)N1CCOCC1 | x | -1 | x | x | x | x | 5 | 0.0 | -7
Clc1ccc(-c2nc(Cc3ccccc3)no2)cc1 | -3 | 0 | -5 | -1 | -0.8 | 0 | 0 | -0.1 | 7
O=C(CSc1nc(C2CC2)nc2sc3c(c12)CCCC3)NCc1ccco1 | 4 | 1 | 4 | 4 | -1.6 | 3 | 0 | 0.0 | 6
O=C(Nc1ccc2c(c1)OCCO2)c1ccc(Cl)c(Cl)c1 | 10 | 3 | 4 | 4 | 0.1 | 0 | 0 | -0.1 | 9
Cc1cc(C)c(C#N)c(Nc2cccc(C)c2C)n1 | -12 | 3 | 3 | -11 | 0.2 | 2 | 1 | -0.1 | 3
CCCCNC(=O)CSc1nc2cc(OC)c(OC)cc2c(=O)n1Cc1ccc(OC)cc1 | 0 | 5 | 4 | -1 | -0.7 | -1 | 0 | 0.2 | 35
CCO[C@@H]1OC(C(=O)O)=C[C@H](c2ccc3c(c2)OCO3)[C@H]1CCCO | -1 | 13 | 1 | -2 | -1.5 | 0 | 2 | -0.1 | 41
Cc1nc2ccccn2c1C(=O)N/N=C/c1ccc([N+](=O)[O-])cc1 | -4 | 3 | 1 | 3 | 1.0 | -2 | 0 | 0.0 | -3
CCC(C(=O)Nc1ccccc1F)n1nc(C)c2c(C)n(-c3ccccc3)nc2c1=O (stereo not drawn) | 2 | 8 | 1 | -3 | 7.0 | 0 | 2 | -0.1 | 16
COc1cc(C2/C(=C(\O)c3ccc4c(c3)CC(C)O4)C(=O)C(=O)N2Cc2ccco2)ccc1O (stereo not drawn) | 4 | -9 | 0 | 3 | 0.4 | 1 | 4 | 0.0 | 12
(cont.)
SMILES | MCL1 BIM primary | GLD-1 TGE inh | BCLXL inh | PME-1 primary | MEX-5 binding | Fam108B inh | GRK2 aptamer HTS | Efflux pump inh | VLA-4 inh
O=C(CCCl)Nc1ccc(S(=O)(=O)NCc2ccco2)cc1 | 6 | 1 | 3 | -3 | -0.5 | -4 | 11 | 0.1 | 7
CCC1C(=O)N=C(SCC(=O)Nc2ccc(Br)cn2)NC1=O (stereo not drawn) | 6 | 3 | 3 | 6 | -0.2 | -2 | 0 | 0.0 | 12
COc1ccc(CCNC(=O)CN2C(=O)NC(c3ccccc3)(c3ccccc3)C2=O)cc1 | x | -3 | x | x | x | x | 0 | 0.5 | -9
CSc1ccc(/C=N\NC(=O)CC(=O)NC(C)C)cc1 | 5 | 2 | 1 | 1 | -2.6 | 1 | 4 | -0.1 | 0
COn1c(SCC(=O)N(C)C)nc2ccccc2c1=O | -5 | -1 | -3 | -1 | 0.9 | -4 | 0 | 0.0 | x
O=S(=O)(c1ccc2nc(Nc3ccccc3)ccc2c1)N1CCCCC1 | 6 | 2 | 6 | 3 | 0.4 | -5 | 0 | 0.0 | 3
CCC(=O)c1ccc(OCC(=O)OCC(=O)N2CCc3ccccc32)cc1 | -6 | 2 | -5 | 2 | -0.4 | 0 | 1 | -0.1 | -4
Cc1ccc(NC(=O)Cc2c(C(=O)O)n(C)c3ccccc23)cc1F | 8 | 2 | 10 | -3 | 2.3 | 0 | 0 | 1.1 | -1
CCOC(=O)c1c(N2C(=O)Nc3ccccc3N2O)sc2c1CCCCC2 | 18 | 15 | 5 | 4 | -0.6 | 2 | 3 | 0.1 | 0
Cc1cc2ncn(-c3ncnc4sc5c(c34)CCCC5)c2cc1C | -6 | -1 | 0 | 0 | 0.3 | -1 | 2 | 0.1 | 3
CC(C(=O)Nc1ncn[nH]1)N1C(=O)c2ccccc2C1=O (stereo not drawn) | 1 | 8 | 0 | -7 | 4.7 | -4 | 0 | 0.1 | -6
O=C(CCc1ccccc1)NNC(=O)Cc1ccc(Cl)cc1 | -1 | 1 | 5 | -1 | 0.9 | 1 | 1 | -0.1 | 8
C/C(=N\OC(=O)NC(C)C)c1sc(-c2ccc(Cl)cc2)nc1C | 3 | 0 | 4 | -2 | -3.0 | 7 | 3 | 0.1 | 12
Cc1ccc(C(=O)COc2ccccc2N2C(=O)c3ccccc3C2=O)cc1 | 8 | 5 | 4 | -2 | -1.4 | 4 | 0 | -0.1 | 7
Cn1c(CCNC(=O)c2ccco2)nc2cc(NC(=O)c3ccccc3Cl)ccc21 | 3 | -1 | 5 | -2 | -1.8 | -1 | 0 | 0.1 | -12
C=CCOc1cccc(/C=N/NC(=O)C(=O)NCc2ccco2)c1 | 13 | 6 | 8 | -6 | 0.6 | -7 | 2 | 0.0 | 28
CCCNc1cc(C)c(C#N)c2nc3ccccc3n12 | 0 | 6 | 4 | -6 | x | 3 | 6 | 0.1 | -3
CC(=O)Nc1ccc(S(=O)(=O)NCCC(=O)Nc2cc(C)ccn2)cc1 | -1 | 7 | 1 | 4 | -1.0 | 0 | 0 | 0.0 | -1
Cc1nnc(SCC(=O)Nc2cccc(Br)c2)s1 | 2 | 6 | 3 | 3 | x | x | 2 | -0.1 | 0
COc1ccc2c(CC(=O)OCC(=O)Nc3ccc(C)cc3)coc2c1 | 7 | -3 | 2 | -4 | x | x | 44* | -0.1 | 37
O=C(O)/C=C/C(=O)Nc1ccc(Cl)cc1C(=O)c1ccccc1 | 6 | 6 | 12 | 3 | 1.4 | 3 | 1 | -0.1 | -11
CCN(CC)CCCC1(CN)OCCc2ccccc21 (stereo not drawn) | 1 | -5 | 8 | 4 | -2.0 | 3 | 0 | -0.1 | 5
CCCCNC(=O)NNC(=O)c1cc(C)on1 | -3 | -2 | 2 | 5 | 2.5 | 0 | 0 | -0.1 | -4
CNC(=O)NNC(=O)c1csc(Cc2c(Cl)sc3ccc(Cl)cc23)n1 | 5 | 7 | 0 | 3 | 1.6 | -2 | 1 | 0.0 | 3
Clc1ncc2[nH]cnc2n1 | 3 | -1 | 1 | 1 | -0.1 | 2 | 0 | -0.1 | 7
O=C(NNS(=O)(=O)c1ccc(Br)cc1)c1ccncc1 | -4 | 2 | 0 | 0 | -0.2 | 1 | 1 | -0.2 | 5
CC(C)[C@H](NC(=O)N1CCn2c1nc1ccccc12)C(=O)NCC1CCCO1 (stereo partly drawn) | -6 | 1 | 0 | 4 | -0.3 | -3 | 2 | -0.2 | 27
N#Cc1c(NC(=O)c2cccc(S(=O)(=O)Nc3ccc(C(=O)O)cc3)c2)sc2c1CCCC2 | 19 | -6 | 15 | 0 | -1.5 | 10 | 12 | 0.2 | -7
CCN(C[C@H]1N[C@@](Cc2ccccc2)(C(=O)OC)[C@H]2C(=O)N(C)C(=O)[C@@H]12)C(=O)Nc1ccc(C)cc1 | x | 5 | x | x | x | x | 0 | 0.5 | 3
O=C(CSc1nc2ccccc2c(=O)n1-c1ccc(F)cc1)Nc1ccc(N2CCOCC2)cc1 | -5 | -1 | 5 | -6 | -0.5 | -2 | 1 | -0.1 | 15

Results in MCL1 BIM primary, for 2 of the compounds above:
| SMILES | MCL1 BIM primary |
| --- | --- |
| Cc1nnc(SCC(=O)Nc2cccc(Br)c2)s1 | 2 |
| COc1ccc2c(CC(=O)OCC(=O)Nc3ccc(C)cc3)coc2c1 | 7 |

Looked up by structure from the entries so far (3):
SMILES | MCL1 BIM primary | GLD-1 TGE inh | BCLXL inh | PME-1 primary | MEX-5 binding | Fam108B inh | GRK2 aptamer HTS | Efflux pump inh | VLA-4 inh
O=C(Cc1cccs1)NNC(=S)NCc1ccc(Cl)cc1 | 7 | 1 | 0 | 3 | -0.1 | 2 | 3 | -0.2 | -10
Cc1nc2ccccn2c1C(=O)N/N=C/c1ccc([N+](=O)[O-])cc1 | -4 | 3 | 1 | 3 | 1.0 | -2 | 0 | 0.0 | -3
CCO[C@@H]1OC(C(=O)O)=C[C@H](c2ccc3c(c2)OCO3)[C@H]1CCCO | -1 | 13 | 1 | -2 | -1.5 | 0 | 2 | -0.1 | 41

Some of the compounds tested (hit frequency here may not be typical).
